# High-throughput results deposited in PubChem by National Center for Advancing Translational Sciences (NCATS).
# Pf Dd2 growth – qHTS Primary assay for Inhibitors of Plasmodium falciparum Dd2 growth in vitro. Potency, µM (titrated, usually from 28.9 µM), for the others: at the highest dose activity, negative = inhibition, most hits filed as inhibitors. P. falciparum Dd2 growth, SYBR Green, 72 h. 120,000 compounds, 4.3% hits; active = well fitted inhibition curve with a large enough effect; inconclusive = small, poorly fitted or top-dose-only effect; inactive = no such curve, though single readings can be large or run the other way;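 also: plate controls were DMSO vehicle for no effect and reference drug for full effect; nearly all actives have a fitted effect of over 65% in size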
#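 Infected erythrocytes (Dd2, 0.3% parasitemia, 2.5% hematocrit final) are added to compound in RPMI-1640/Albumax II medium, grown 72 h at 37C in low oxygen, then lysed with saponin/Triton-X containing SYBR Green and read by fluorescence.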
# Starred values were filed as active, the others as inactive; i = inactive; ? = inconclusive; [ ] = remark or other dose. Potency is read from the fitted curve at half-maximal effect. An excerpt, so the mix of outcomes need not match the whole.
# Start of the listing, in advance (29 entries):
SMILES,Pf Dd2 growth
O=C(NC1CCN(c2cc(-c3cccs3)[nH]n2)C1)c1cccc(OC(F)(F)F)c1 (stereo unspecified),i
O=C(Cn1cncn1)N1CC[C@@H]2[C@@H](CCC(=O)N2CCCCO)C1,-4%
CC1CCC2(CC1)NC(=O)N(CC(=O)NCCC1=CCCCC1)C2=O (stereo unspecified),-4%
CCOC(=O)c1[nH]c(C)c(CCC(=O)N2CCN(c3ccc(OC)cc3)CC2)c1C,?
Cc1ccc2nc(C(=O)N3CCCC3c3cc(C(C)C)on3)cn2c1 (stereo unspecified),-2%
Cc1nn(C)c2c1c(-c1ccccc1)cc(=O)n2CC(=O)Nc1ccccc1C(F)(F)F,i
CCOc1ccc(CCNC(=O)CCc2c(C)nc3c4c(C)cc(C)nc4nn3c2C)cc1,i
COCCN1C(=O)CCC2(C(=O)NCCc3c[nH]c4ccccc34)CCCC=C12 (stereo unspecified),-19%
CCC1CN(S(=O)(=O)c2ccc3c(c2)NC(=O)CC(=O)N3)c2cc(Cl)ccc2O1 (stereo unspecified),?
Cc1noc(C)c1C(=O)N1Cc2ccccc2OC2(CCN(C(=O)N(C)C)CC2)C1,-9%
COCCCNc1nc(NCc2ccccc2OC)c2cnn(C)c2n1,7%
CCOCC(=O)N1C[C@@H]2CCCN3CCC[C@@H]([C@H]23)[C@H]1CCCC(=O)Nc1ccccc1,-14%
O=C(CNC(=O)c1ccccc1F)OCc1cc(=O)n2nc(C3CC3)sc2n1,7%
Cc1cnc(CC2CCN(C(=O)C3CCC3)C2)n1Cc1ccccc1 (stereo unspecified),?
CCN1C(=O)C2CC3(CCN(S(C)(=O)=O)CC3)CN2C1=O (stereo unspecified),-6%
COc1ccc(CN2CCn3nc(CCC(=O)O)cc3C2)cc1O,12%
COc1ccc(Cl)cc1NC(=O)c1sc(-n2nc(C)c(Cc3ccccc3)c2C)nc1C,?
Cc1nn2c(c1-c1ccccc1[S+](C)(=O)[O-])N(CCCc1ccccc1)CCC2,?
COCCOC1CCOC2(CCN(C(=O)CCc3ccc(OC)cc3)CC2)C1 (stereo unspecified),?
O=C(NCc1c[nH]c2ncccc12)c1ccc2ccccc2n1,i
O=c1[nH]c(N2CCOCC2)nc2c1CCN(S(=O)(=O)c1ccc3c(c1)CCC3)CC2,22%[5.79 µM]
Cn1cnc(C(=O)N[C@H]2CCOC[C@H]2C2CCOCC2)c1,-13%
O=C(c1ccnnc1)N1CC(F)(F)C[C@H]1c1nc(-c2ccccc2)no1,-20%
COc1ccc(CN(C(=O)c2ccco2)c2ccc(CC(=O)NC(C)C)cc2)cc1,i
CSc1ncc(C(=O)Nc2ccc(F)cc2F)c(-c2ccccc2)n1,52%[activator]
CCCCc1nc2cc(C(=O)N3CC(Oc4ccccc4OC)C3)ccc2o1,-16%
COC[C@@H]1CN(C(=O)c2cc(Cl)ccc2OC)C[C@H]1C(N)=O,i
COc1cccc(NC(=O)C2CCCN(S(C)(=O)=O)CCC(=O)NCC2)c1 (stereo unspecified),-5%
Cc1ccc(-c2nccn3cc(C(=O)O)nc23)cc1,13%

# Main list (from the top)
SMILES,Pf Dd2 growth
O=C(NC1CCN(c2cc(-c3cccs3)[nH]n2)C1)c1cccc(OC(F)(F)F)c1 (stereo unspecified),i
O=C(Cn1cncn1)N1CC[C@@H]2[C@@H](CCC(=O)N2CCCCO)C1,-4%
CC1CCC2(CC1)NC(=O)N(CC(=O)NCCC1=CCCCC1)C2=O (stereo unspecified),-4%
CCOC(=O)c1[nH]c(C)c(CCC(=O)N2CCN(c3ccc(OC)cc3)CC2)c1C,?
Cc1ccc2nc(C(=O)N3CCCC3c3cc(C(C)C)on3)cn2c1 (stereo unspecified),-2%
Cc1nn(C)c2c1c(-c1ccccc1)cc(=O)n2CC(=O)Nc1ccccc1C(F)(F)F,i
CCOc1ccc(CCNC(=O)CCc2c(C)nc3c4c(C)cc(C)nc4nn3c2C)cc1,i
COCCN1C(=O)CCC2(C(=O)NCCc3c[nH]c4ccccc34)CCCC=C12 (stereo unspecified),-19%
CCC1CN(S(=O)(=O)c2ccc3c(c2)NC(=O)CC(=O)N3)c2cc(Cl)ccc2O1 (stereo unspecified),?
Cc1noc(C)c1C(=O)N1Cc2ccccc2OC2(CCN(C(=O)N(C)C)CC2)C1,-9%
COCCCNc1nc(NCc2ccccc2OC)c2cnn(C)c2n1,7%
CCOCC(=O)N1C[C@@H]2CCCN3CCC[C@@H]([C@H]23)[C@H]1CCCC(=O)Nc1ccccc1,-14%
O=C(CNC(=O)c1ccccc1F)OCc1cc(=O)n2nc(C3CC3)sc2n1,7%
Cc1cnc(CC2CCN(C(=O)C3CCC3)C2)n1Cc1ccccc1 (stereo unspecified),?
CCN1C(=O)C2CC3(CCN(S(C)(=O)=O)CC3)CN2C1=O (stereo unspecified),-6%
COc1ccc(CN2CCn3nc(CCC(=O)O)cc3C2)cc1O,12%
COc1ccc(Cl)cc1NC(=O)c1sc(-n2nc(C)c(Cc3ccccc3)c2C)nc1C,?
Cc1nn2c(c1-c1ccccc1[S+](C)(=O)[O-])N(CCCc1ccccc1)CCC2,?
COCCOC1CCOC2(CCN(C(=O)CCc3ccc(OC)cc3)CC2)C1 (stereo unspecified),?
O=C(NCc1c[nH]c2ncccc12)c1ccc2ccccc2n1,i
O=c1[nH]c(N2CCOCC2)nc2c1CCN(S(=O)(=O)c1ccc3c(c1)CCC3)CC2,22%[5.79 µM]
Cn1cnc(C(=O)N[C@H]2CCOC[C@H]2C2CCOCC2)c1,-13%
O=C(c1ccnnc1)N1CC(F)(F)C[C@H]1c1nc(-c2ccccc2)no1,-20%
COc1ccc(CN(C(=O)c2ccco2)c2ccc(CC(=O)NC(C)C)cc2)cc1,i
CSc1ncc(C(=O)Nc2ccc(F)cc2F)c(-c2ccccc2)n1,52%[activator]
CCCCc1nc2cc(C(=O)N3CC(Oc4ccccc4OC)C3)ccc2o1,-16%
COC[C@@H]1CN(C(=O)c2cc(Cl)ccc2OC)C[C@H]1C(N)=O,i
COc1cccc(NC(=O)C2CCCN(S(C)(=O)=O)CCC(=O)NCC2)c1 (stereo unspecified),-5%
Cc1ccc(-c2nccn3cc(C(=O)O)nc23)cc1,13%
O=C(O)C[C@@H]1CCN(C(=O)c2cccs2)C[C@@H]1CCN1C[C@@H]2C[C@H](C1)c1cccc(=O)n1C2,-6%
COc1ccc(C(=O)NCC23CCC=C2N(CC2CC2)C(=O)CC3)cc1OC (stereo unspecified),-11%
COc1ccccc1CNS(=O)(=O)c1cc(-c2cc(C)no2)ccc1C,1%
CC[C@H]1CN2CC[C@H]1C[C@@H]2CNC(=S)Nc1ccc(N(C)C)cc1,i
COc1ccc(C)cc1NC(=O)N1CCC(Oc2ncccc2C(=O)N(C)C)C1 (stereo unspecified),i
Cc1ccc(Cc2nc3ccccc3nc2SCC(=O)N2CCC(C)CC2)cc1,10µM*
COc1ccc(-c2ccc(CN)cc2)cc1,-12%[44.1 µM]
CC(C)C(=O)OCc1cc(=O)n2nc(C3CC3)sc2n1,32%[activator]
Cc1cc(-n2nnnc2N2CCN(C(=O)Nc3ccc(C)c(F)c3)CC2)ccc1F,5µM*
O=C(c1ccoc1)N1CCC(Nc2cccn3ncnc23)CC1,-18%
Cc1ccc(N(Cc2cccs2)C(=O)c2ccccc2Cl)cc1,23%
Cc1cc(C(F)(F)F)nn1CC(=O)N1CCCC1c1nc(CCOCC2CC2)no1 (stereo unspecified),-28%
C=CCNC(=O)N[C@H]1[C@H](O)[C@@H](NCCOC)[C@@H]2OC[C@H]1O2,1%[44.1 µM]
Cc1ccc(-c2ccc3nnc(CNC(=O)Cc4ccc(F)cc4)n3n2)cc1C,i
O=C(Cc1cccc(F)c1)N1CCC(c2nc(C3CCOCC3)no2)C1 (stereo unspecified),6%
NC(=O)Cn1ccn2nc3c(c2c1=O)CCCC3,-6%
O=C(CN1CCCN(Cc2cccc(F)c2)S1(=O)=O)Nc1ccc2c(c1)OCCO2,37%[activator]
CCc1ccccc1S(=O)(=O)N1CCC(n2cnnc2CCOC)CC1,1%
COc1ccccc1NC(=O)NC[C@H]1O[C@H](Cc2cc(-c3cccc(O)c3)on2)CC[C@@H]1O,-7%
CCc1cc(N2CCN(C(=O)[C@H]3CCC[C@@H](O)C3)CC2)ncn1,-22%
COc1ccc(C(=O)NCCC2CCN(C(=O)Nc3ccc(F)cc3)CC2)cc1OC,i

# Continued:
SMILES,Pf Dd2 growth
O=C1[C@H]2CN(Cc3cccc(OC(F)(F)F)c3)C[C@H]2C(=O)N1Cc1ccc2c(c1)OCO2,37%
CCc1nc2onc(C)c2c(=O)n1CC(=O)O,2%
N#Cc1cccc(C(=O)N2C[C@@H](CO)[C@H](c3ccccn3)C2)c1,19%
CCn1ccnc1CN(C)C(=O)c1ccc(OC2CCN(S(=O)(=O)N(C)C)CC2)cc1,-3%
COc1ccc(NC(=O)[C@@H]2C[C@H](c3ccc(F)cc3)N(Cc3csc(C)n3)C2)cn1,-21%[44.1 µM]
Cc1oc2c(c1C(=O)NCCN1CCCC1)CN(Cc1ccc(F)cc1)CC2,?
CCN1CCN(C(=O)c2ccc(-c3nnc4ccc(NC(=O)C5CC5)cn34)cc2)CC1,0.45µM*
COC1C(=O)N(c2cccc(F)c2)C12CCN(C(=O)C(C)C)CC2 (stereo unspecified),-11%
COc1ccc(-c2cc3c(=O)n(CCNC(=O)c4c(F)cccc4F)ccn3n2)cc1,?
CN(Cc1cc(C[C@@H]2C[C@H](NC(=O)COc3ccccc3)C2(C)C)no1)c1ccccc1,-16%[44.1 µM]

# At a glance, part of the list above:
SMILES,Pf Dd2 growth
N#Cc1cccc(C(=O)N2C[C@@H](CO)[C@H](c3ccccn3)C2)c1,19%
CCn1ccnc1CN(C)C(=O)c1ccc(OC2CCN(S(=O)(=O)N(C)C)CC2)cc1,-3%

# (listing goes on)
SMILES,Pf Dd2 growth
COc1ccc(-c2nc(-c3nnn4c3COC(c3ccc(C)cc3)C4)no2)cc1 (stereo unspecified),29%
CCCCCOC(=O)CSc1ncnc2sc3c(c12)CCC(C)C3 (stereo unspecified),i
C=CCOc1cccc(-c2nc(C(=O)Nc3ccccc3)cs2)c1,?
CC(=O)c1ccc(NC(=O)CSc2nc(C3CCCC3)nc3c2c(=O)n(C)c(=O)n3C)cc1,5%
O=C(CSCc1cnn(-c2ccccc2)c1-n1cccc1)NCc1ccccc1Br,3%
CCOc1ccc(NC(=O)NCCc2noc(C)n2)cc1,16%
C#CCNC(=O)c1nc(C(C)(C)C)c2ccccn12,-2%[44.1 µM]
CN(C)C[C@@H]1CN(c2ncccn2)C[C@H]1NC(=O)Cc1ccccc1F,?
Cc1ccc2nc3n(c2c1)[C@@H](CNS(=O)(=O)c1ccccc1)COC3,-14%[44.1 µM]
COc1ccc(CN2C[C@@H]3C(=O)N(Cc4ccc5c(c4)OCO5)C(=O)[C@@H]3C2)c(OC)c1,i
CN1CCN(C[C@@H]2CN(C(=O)CCCc3ccccc3)C[C@@H]2CO)CC1,-7%
CCN(CC)CCNC(=O)CCn1c(=O)c2cccn2c2cccnc21,-21%
COC(=O)c1ccc2nc(CO[C@H]3CN(Cc4ccc(OC)nc4)C[C@H]3F)[nH]c2c1,-2%[44.1 µM]
CC1CCCCN1C(=O)C1COC2(CCN(C(=O)c3ccco3)CC2)N1C(=O)c1ccccc1 (stereo unspecified),-13%
O=C(Nc1ccc(Br)cc1)c1cccc(S(=O)(=O)N2CCc3ccccc32)c1,?
CCc1ccc(S(=O)(=O)N2CCC(n3cnnc3COC)CC2)cc1,?
CCCCCn1c(=O)[nH]c2cc(C(=O)N3CCN(c4cc(Cl)ccc4C)CC3)ccc2c1=O,?
CC(=O)N1CCc2cc(Br)cc(S(=O)(=O)CCC(=O)N3CCN(c4cccc(C)c4C)CC3)c21,-24%
CCCCNC(=O)CSc1nc2cc3c(cc2c(=O)n1CCCC(=O)NCc1ccc(OC)cc1)OCO3,i
CNC(=O)[C@@H]1C[C@H](N)CN1C(=O)c1ccc(OC)c(OC)c1OC,-16%
Cc1ccc(-n2ccnc(NCc3cccs3)c2=O)cc1C,16%
COc1cccc(CNC(=O)C2Cn3cccc3C(=O)N2)c1OC (stereo unspecified),i
COc1ccc(C(=O)N[C@H]2CO[C@H]3[C@@H]2OC[C@@H]3n2cc(-c3ccccc3)nn2)cc1,-12%[44.1 µM]
Cc1ccccc1NC(=O)CSc1nc(=O)n(CCN2CCOCC2)c2c1CCC2,23%
Cc1ccc(Nc2c(-c3ccc(C)cc3)nc3cnccn23)cc1,?
COc1cc(=O)n2c(c1C(=O)Nc1ccc(C)cc1F)CCCC2,36%[activator]
Cc1cc(NS(=O)(=O)c2ccc(NC(=O)COc3c(C)cc(Br)cc3C)cc2)no1,-24%
COc1ccc(CNC(=O)c2cnc3ccc(C)cn3c2=O)cc1,29%
CCOc1cc(CNC(=O)c2ccc(NC(=O)c3nsc4ccccc34)cc2)ccc1OC,?
O=C(NCCc1ccccn1)c1ccc(Cn2ccn3nc4c(c3c2=O)CCCC4)cc1,?
O=C(Cn1c(SCCOc2ccccc2Cl)nc2ccccc21)N1CCCCC1,-6%
O=C1CN(C(=O)c2ccc(-n3cccn3)cc2)CC(OCc2ccccc2)CN1Cc1cccnc1 (stereo unspecified),-18%
COCc1ccc(C(=O)NCc2cc3n(n2)CCCN(CC(C)C)C3)o1,5%
O=C(c1cc(-c2cccnc2)c2nncn2n1)N1CCOCC1,43%[activator]
Cc1nc(-c2ccc(F)cc2)n(Cc2cccc(F)c2)c(=O)c1CCO,i
